FLuc counter – inhibits or activates purified firefly luciferase, miR-21 counter-screen; AID 588342; purified FLuc, Km substrates, luminescence inhibition; P08659; 360,000 tested, 6.9% active; Potency, µM (highest dose often 57.5 µM), for the others: at the top dose activity change, negative = inhibition, hits mostly inhibitors;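 note: plate controls were vehicle for no effect and reference inhibitor for full effect; nearly all actives have a fitted effect of over 55% in size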
Target sequence (P08659 whole entry, looked up): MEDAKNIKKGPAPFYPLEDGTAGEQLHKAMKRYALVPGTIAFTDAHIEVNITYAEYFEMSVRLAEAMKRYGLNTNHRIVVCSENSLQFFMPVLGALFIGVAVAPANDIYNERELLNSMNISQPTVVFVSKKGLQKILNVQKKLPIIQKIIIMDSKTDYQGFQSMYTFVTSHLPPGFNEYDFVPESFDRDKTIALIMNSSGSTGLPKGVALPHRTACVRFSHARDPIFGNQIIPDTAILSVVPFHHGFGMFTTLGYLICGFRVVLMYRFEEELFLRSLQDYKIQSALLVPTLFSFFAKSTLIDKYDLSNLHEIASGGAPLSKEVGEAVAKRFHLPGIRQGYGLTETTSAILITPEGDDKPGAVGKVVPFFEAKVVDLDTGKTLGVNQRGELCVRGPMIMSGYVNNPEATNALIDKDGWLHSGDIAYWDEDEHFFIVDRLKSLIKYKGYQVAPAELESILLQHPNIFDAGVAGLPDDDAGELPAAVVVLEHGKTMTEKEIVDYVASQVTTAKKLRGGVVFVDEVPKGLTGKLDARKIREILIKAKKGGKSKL
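Purified P. pyralis luciferase, 10 nM final, with Km-level 10 uM D-luciferin and 10 uM ATP in 50 mM Tris acetate pH 7.5, 10 mM Mg acetate, 0.01% Tween-20, 0.05% BSA; 6-point qHTS titration about 60 µM downward; luminescence read.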
RORgamma inh – inhibitors of mouse ROR gamma transcriptional activity; Drosophila S2 Gal4-RORgamma UAS-luciferase reporter, 20 h; P51450; 310,000 tested, 5.4% active; Potency, µM (titrated, usually from 53.6 µM), for inactives: at the highest dose activity change, negative = inhibition, hits mostly inhibitors; note: % is set by controls: 0 for no effect and ±100 for the full control effect; nearly all actives have a fitted effect of over 60% in size
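A Gal4/UAS one-hybrid system in insect cells: metallothionein-promoter Gal4–ROR gamma fusion plus Photinus luciferase reporter. Copper sulfate 700 uM final, 20 hr ambient incubation, luminescent detection after 10 min with reagent.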
Rab9 promoter act – Rab9 promoter activation. Huh7 Rab9 promoter-luciferase reporter, luminescence, 24 h. Potency, µM (top dose mostly 9.22 µM), without a hit: at the top dose activation, negative = inhibition, hits mostly activators. 320,000 tested, 2.8% active. AID 485297; note: % of control where 0% means no effect; nearly all actives have a fitted effect of over 60% in size
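Luminescence from Amplite-detected luciferase (10 minutes, ambient) reports Rab9 promoter activation. Before that, stable Rab9-luciferase Huh7 cells (1500/well, reduced-serum OP-MEM I plus 10% FBS) were exposed to compound for 24 hours at 37C.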
ELG1 genotoxic – genotoxicity induction in ELG1-luciferase HEK293T cells; HEK293T ELG1-luciferase reporter, luminescence, 16 h; Potency, µM (highest dose often 46 µM), for inactives: at the top dose activity change, positive = activation, hits mostly activators; 330,000 tested, 1.3% active; AID 504466; note: % of control where 0% means no effect; nearly all actives have a fitted effect of over 60% in size
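HEK293T cells expressing luciferase-tagged ELG1 were treated with compound or DMSO for 16 hr at 37°C. Luciferase activity was then read after 30 min with ONE-Glo at room temperature; rising signal flags genetic stress.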
NPC1 promoter act – NPC1 promoter activation; Huh7 NPC1 promoter luciferase reporter, 24 h; Potency, µM (titrated, usually from 9.22 µM), without a hit: top-dose activation, usual class: activators; 320,000 tested, 2.4% active;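 note: % of control where 0% means no effect; nearly all actives have a fitted effect of over 60% in size; reporter is driven by a mutant NPC1 promoter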
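Compounds in DMSO were transferred onto Huh7 NPC1-luciferase reporter cells pre-incubated 2 h; after 24 h at 37 °C, Amplite reagent was dispensed and luminescence recorded 10 min later.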
p53 reactivator – restores transcriptional activity of mutant p53. H1299 p53-A138V BP100-luciferase reporter, luminescence, 24 h. Potency, µM (highest dose often 92.2 µM), for the others: top-dose activity change, positive = activation, usual class: activators. 320,000 tested, 0.063% active; note: % of control where 0% means no effect; nearly all actives have a fitted effect of over 45% in size
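p53-null H1299 cells stably carrying temperature-sensitive p53-A138V and a BP100-luciferase reporter were pinned with compounds (4-point, 1:5 series) and held 24 hrs at 37 deg C. Luminescence was read 10 min after detection reagent.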
BRCA1 expr act – BRCA1 expression activation. MCF7-BRCA1-FFLuc reporter, luminescence, 48 h; response scale: scaled: vehicle 0%, 10 µM genistein 100%. Potency, µM (highest dose often 46.1 µM), for the others: at the top dose activation, usual class: activators. 380,000 tested, 1.1% active. AID 624202; note: nearly all actives have a fitted effect of over 80% in size; some results filed as inactive show a strong effect at the top dose
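Luminescence from a BRCA1-driven firefly luciferase in MCF7 cells was read after 48 h compound exposure at 37 C. Data normalized against DMSO and a 10microM genistein activation control, then curve-fitted across the titration.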
uPA surface inh – cell surface uPA generation inhibition | Potency, µM (titrated, usually from 38.3 µM), without a hit: top-dose activity change, negative = inhibition, hits mostly inhibitors | cell surface uPA generation assay, qHTS | 330,000 tested, 0.31% active; active = well fitted inhibition curve with a large enough effect; inconclusive = small, poorly fitted or top-dose-only effect; inactive = no such curve, though single readings can be large or run the other way; tested in mouse RAW 264.7 cells; note: % is set by controls: 0 for no effect and ±100 for the full control effect; nearly all actives have a fitted effect of over 55% in size
MBNL1-CUG inh – blocks human MBNL1 binding to CUG repeat RNA. Q9NR56. TR-FRET MBNL1-His/biotin-(CUG)12 binding, 665/545 ratio. Potency, µM (series often up to 57.5 µM), for inactives: at the top dose activity change, negative = inhibition, hits mostly inhibitors. 280,000 tested, 0.036% active; active = well fitted inhibition curve with a large enough effect in the signal ratio, with a control signal flat, not every such curve was filed as active; inconclusive = small, poorly fitted or top-dose-only effect, or effect the other way, or a change in a side signal; inactive = no such curve, though single readings can be large or run the other way; the % refers to the signal ratio; note: % is set by controls: 0 for no effect and ±100 for the full control effect
Target sequence (Q9NR56 whole entry, looked up): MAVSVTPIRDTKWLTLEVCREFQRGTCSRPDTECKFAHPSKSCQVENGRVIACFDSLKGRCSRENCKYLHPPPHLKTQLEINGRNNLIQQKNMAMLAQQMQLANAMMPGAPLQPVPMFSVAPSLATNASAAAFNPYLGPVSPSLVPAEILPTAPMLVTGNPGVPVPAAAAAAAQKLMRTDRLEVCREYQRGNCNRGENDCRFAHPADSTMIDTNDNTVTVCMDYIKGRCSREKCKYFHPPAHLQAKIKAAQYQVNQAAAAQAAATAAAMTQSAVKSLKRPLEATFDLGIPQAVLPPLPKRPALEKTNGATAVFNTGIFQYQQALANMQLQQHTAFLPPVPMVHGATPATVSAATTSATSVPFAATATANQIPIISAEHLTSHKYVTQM
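MBNL1-His + Biotin-(CUG)12, cpd titration 92 nM–58 uM; Tb anti-His Ab 0.055 ng/ul, SA-XL665 5 nM (final); 60 min RT; ratiometric 665/545 nm, Ex 340 nm; normalized to buffer and full-complex controls.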
Gal4-VP16 FLuc – inhibits Gal4-VP16 luciferase reporter, ROR gamma counter-screen; 310,000 tested, 3.5% active; Drosophila S2 Gal4-VP16 UAS-luciferase, luminescence, 20 h; AID 2546; Potency, µM (series often up to 53.6 µM), without a hit: at the highest dose activity, negative = inhibition, most hits filed as inhibitors;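 note: Gal4-VP16 expression switched on by copper sulfate through the metallothionein promoter; % is set by controls: 0 for no effect and ±100 for the full control effect; nearly all actives have a fitted effect of over 50% in size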
Numbers without * were called inactive; ? = inconclusive; / = no result given; [ ] = another dose, or the depositor's remark. Unless noted, calls come from the whole dose curve; as a rule, active = well fitted curve in the direction sought with a large enough effect; inconclusive = small, poorly fitted or top-dose-only effect, or another doubt; inactive = no such curve, though single readings can be large; an effect the other way counts as inactive or inconclusive. Potency is the fitted concentration of half-maximal effect.

SMILES	FLuc counter	RORgamma inh	Rab9 promoter act	ELG1 genotoxic	NPC1 promoter act	p53 reactivator	BRCA1 expr act	uPA surface inh	MBNL1-CUG inh	Gal4-VP16 FLuc
Cc1ccc(C)c(OCCC(=O)OCC(=O)N(C)c2c(N)n(Cc3ccccc3)c(=O)[nH]c2=O)c1	-1%	/	2%	-1%	-1%	-2%	-1%	2%	/	/
O=C(COC(=O)CCC(=O)N1CCOCC1)Nc1ccc(Br)cc1Br	/	/	/	9%	/	-8%	24%	-4%	/	/
CN(CCOc1ccccc1)C(=S)Nc1ccc(OC(F)F)cc1	-1%	?	-1%	-2%	2%	0%	-21%	3%	4%	-6%
CC(=O)c1c(O)c(C)c(-c2ccccc2)n(-c2ccccc2)c1=O	2%	-14%	-1%	-2%	-3%	-7%	12%	0%	5%	-10%
CCOC(=O)C(Cc1ccc(NC(=O)/C(=C/c2ccccc2)NC(=O)c2ccccc2)cc1)N1C(=O)c2ccccc2C1=O (stereo unspecified)	?	5%	1%	-1%	-3%	-7%	0%	0%	1%	-3%
Cc1ccc(-c2nc(SCC(=O)Nc3ccccc3OC(F)F)c3c(C)c(C(=O)O)sc3n2)cc1	?	?	23%	?	?	-2%	/	/	-3%	?
c1ccc(-c2cc3c(nn2)CCc2nonc2-3)cc1	-2%	0%	1%	4%	-1%	11%	-12%	0%	?	-16%
CC1(C)Cc2c(ccc3ccccc23)C(c2cc3ccccc3oc2=O)=N1	1%	?	2%	1%	-2%	-7%	-5%[1.84 µM]	-4%	0%	-25%
Cc1nn(C(=O)CNC(=O)c2ccccc2)c(C)c1C	-14%	-4%	-11%	7%	-1%	5%	-2%	3%	1%	6%[10 µM]
COc1ccc(N=C2SC(CC(=O)Nc3ccccc3)C(=O)N2CCc2ccccn2)cc1 (stereo unspecified)	-8%	?	2%	1%	1%	3%	-34%	0%	5%	2%
Cc1noc(C)c1COc1ccccc1C(=O)N(C)CC(=O)Nc1cccc(F)c1	-4%	/	2%	-2%	-4%	4%	-14%	-6%	/	/
O=C(O)Cn1cc(C(=O)c2cccs2)c2ccccc21	?	-31%	-7%	0%	1%	6%	1%	/	16%	-4%
Cc1cc(OCC(=O)N2CCC(O)(c3ccc(Cl)cc3)CC2)c2c(C)cc(=O)oc2c1	0%	-5%	0%	-2%	-1%	2%	-3%	14%	9%	0%
CCc1cccc(NC(=O)NC2CCCCC2)c1	-14%	27%	18%	-3%	16%	4%	53%	4%	-3%	9%
CCOC(=O)c1cnn(C(=O)c2ccccc2)c1N	19µM*	25%	4%	1%	-1%	6%	12%	-4%	/	6%
CC1CCN(C(=O)c2ccc3c(c2)OCCO3)CC1	?	3%	25%	?	26%	?	93%	-3%	2%	?
CCN1C(=O)CC(Sc2ccccc2C(=O)O)C1=O (stereo unspecified)	0%	?	0%	3%	-1%	5%	7%	/	-1%	0%
O=C(NC1CCCC1)C(c1cccs1)N(C(=O)c1csnn1)c1ccccc1F (stereo unspecified)	5%	13%	0%	-4%	-44%[inhibitor]	-4%	-12%	-2%	1%	2%
CCOC(=O)NN1C(=O)c2ccccc2NC1c1ccccc1O (stereo unspecified)	1%	11µM*	2%	1%	1%	-5%	-26%	-1%	/	-6%
O=C(Nc1ccccc1)N1CCSc2cc(Cl)ccc21	-17%	14%	4%	5%	-1%	-2%	19%	-1%	9%	-6%
N#CC1=C(N)N2C(=C(C#N)C13CCN(Cc1ccccc1)CC3)Nc1ccccc12	1%	-42%	-1%	-5%	0%	-6%	0%	/	-2%	3%
O=C(NCc1ccc(F)cc1)c1cc(S(=O)(=O)N2CCOCC2)ccc1F	0%	?	-6%	0%	0%	11%	3%	/	-4%	0%
Cc1onc(C(=O)Nc2ccc3c(c2)OCO3)c1[N+](=O)[O-]	?	37%	-2%	7%	-5%	?	68%	-6%	?	0%
Cc1nn(Cc2c(Cl)cccc2Cl)c(Cl)c1/C=N/NC(=O)c1cccnc1	9.5µM*	43%	?	10%	13%	15%	12%	-1%	/	2%
COc1ccc(N(CC(=O)Nc2ccccc2OC)S(=O)(=O)c2ccccc2)cc1Cl	0%	?	-11%	-5%	-10%	/	0%	?	-1%	4%
COc1cc(OC)cc(C(=O)Nc2ccc(-n3cnnn3)c(C)c2)c1	15µM*	?	?	?	?	0%	?	6%	12%	-5%
O=C(CN1CCN(C(C(=O)Nc2ccc(Cl)cc2C(F)(F)F)c2ccccc2)CC1)NC1CC1 (stereo unspecified)	-2%	/	0%	-4%	-1%	3%	-5%	2%	/	/
CCOC(=O)c1ccc(N=C2SC(C(=O)NC)CC(=O)N2CCc2ccccc2)cc1 (stereo unspecified)	2%	32%	1%	1%	-5%	-7%	-3%	0%	-9%	4%
CCc1ccccc1NC(=S)NCc1ccc2c(c1)OCO2	-1%	6.3µM*	-3%	1%	-3%	2%	-5%	/	-3%	11µM*
Cc1cc(N2CCN(C)CC2)nc2ccc(NC(=S)NCCN3CCc4ccccc4C3)cc12	0%	?	-6%	-6%	-3%	25%	-21%	?	25µM*	?
O=C(CCC(=O)c1cccs1)OCC(=O)c1ccccc1F	19µM*	/	9%	3%	5%	-8%	2%	-11%	/	/
COc1ccc2c(C)c(CC(=O)N3CCN(C(=O)C4COc5ccccc5O4)CC3)c(=O)oc2c1 (stereo unspecified)	2%	-19%	-1%	-8%	-4%	-8%	-5%	?	7%	5%
CNS(=O)(=O)c1ccc(C)cc1	-1%	2%	15%	0%	-1%	0%	4%	1%	-13%	-19%
Cc1cccc(NC(=O)COc2ccccc2C)n1	13µM*	-11%	?	18µM*	?	?	7%	/	-6%	-19%
CC1CCCCC1NC(=O)CCS(=O)(=O)c1ccc2c(c1)NC(=O)CS2 (stereo unspecified)	-1%	3%	0%	-1%	-5%	5%	-25%	11%	-1%	1%
Cc1ccc(C)c(CN2C(=O)COc3ccccc32)c1	-1%	0%	-4%	0%	-1%	-2%	-3%	7%	7%	3%
O=C(CC1SC(N2CCCC2)=NC1=O)Nc1ccc(C(=O)NCCOc2ccccc2F)cc1 (stereo unspecified)	-17%	/	28%	5%	18%	26%	146%	2%	/	/
COC(=O)c1ccc(CSc2nnc(N)s2)cc1	?	8%[10 µM]	?	30%	?	15%	75%	-3%	-3%	-1%
CCOc1cc(CNCc2ccccn2)cc(Cl)c1OCC	0%	-32%	0%	-15%	-3%	0%	0%	-2%	-4%	-9%
COc1cc(C(=O)NNC(=O)c2cc(S(=O)(=O)N(C)C)ccc2N2CCCC2)cc(OC)c1OC	-7%	/	3%	0%	0%	2%	-15%	-7%	/	/
COc1ccc2[nH]c(=O)c(CN(Cc3ccc(C)cc3)Cc3nnnn3CC3CCCO3)cc2c1 (stereo unspecified)	-2%[2.3 µM]	?	1%	-3%	-3%	21%	-6%	-6%	?	-5%
Cc1[nH]c2ccccc2c1C(=O)C(=O)N1CCN(c2ccccc2)CC1	0%	1%	3%	-2%	-4%	-9%	-25%	9%	-2%	-7%
COc1ccc(OCc2nnc(SCC(=O)NCC3CCCO3)n2N)cc1 (stereo unspecified)	/	/	/	0%	/	1%	-10%	1%	/	/
CC1=C(C(=O)OCC2CCCO2)C(c2ccncc2)C2=C(CCCC2=O)N1 (stereo unspecified)	2%	-14%	3%	2%	-4%	-12%	0%	-2%	11%	-5%
CCn1c(/C=C/c2cc(Br)ccc2O)nc2ccccc2c1=O	-2%	?	1%	-6%	8%	10%	-63%	?	3%	-9%
CC(NS(=O)(=O)c1cc2c3c(c1)CCC(=O)N3CCC2)c1ccccc1 (stereo unspecified)	-2%	/	-11%	-5%	-6%	-1%	-17%	0%	/	/
COC(C/C=C/[C@H](O)COCc1ccccc1)OC	-1%	25%	2%	0%	-4%	1%	6%	8%	8%	-1%
CCN1C(=O)C(CC(=O)Nc2ccccc2)N(Cc2ccccn2)C1=S (stereo unspecified)	2%	0%	-1%	13%	0%	-1%	-6%	0%	0%	-6%
C#CCOCCOCCOCCNc1nc(N2CCN(C(=O)[C@H](CCCN=C(N)N)n3cc(C(N)[C@@H](C)CC)nn3)CC2)nc(N2CCN(C(=O)[C@H](CCCCN)n3cc([C@@H](N)[C@H](C)CC)nn3)CC2)n1 (stereo partly specified)	/	/	/	5%	/	2%	-5%	6%	/	/
O=C(OCC(=O)N1CCCc2ccccc21)c1cccnc1Cl	-6%	-25%	-2%	6%	0%	?	11%	7%	-22%	-5%
N#CCSc1ccccc1NC(=O)COc1ccc(-c2nnco2)cc1	-17%	/	-1%	-4%	-3%	3%	1%	-9%	/	/

Screens as filed in PubChem.
